PfHsp90 yeast 2 = growth inhibition of PfHsp90-expressing yeast, primary screen, antimalarial PfHsp90 inhibitor project, S. cerevisiae, BacTiter-Glo luminescence, single point, set 2; BacTiter-Glo ATP, 48 h; yeast lacking PDR1 and PDR3 efflux regulators; inhibition, % at 9.4 µM; 310,000 compounds, 0.32% hits; AID 504621, 2011;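 active = every replicate shows inhibition above about 80%, whatever the replicate mean, limit read from the data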;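 also: 0% = DMSO neutral controls and 100% = 20 µM radicicol positive controls; yeast relying on Plasmodium falciparum Hsp90 in place of its own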
DSG3 Ab inh = inhibitors of pemphigus antibody binding to DSG3, primary screen, biochemical, bead-based, flow cytometry, scFv-GFP. binding (percent of control), % at 10 µM. Desmoglein-3 (Homo sapiens), P32926. 310,000 compounds, 0.48% hits. DSG3-coupled beads, scFv-anti-DSG3-GFP binding; stronger effect = lower value. AID 588358, 2011;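 active = binding more than 3 SD below its plate's average and above zero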; also: some compounds called inactive have numbers as strong as hits
Target sequence (P32926 whole entry, looked up): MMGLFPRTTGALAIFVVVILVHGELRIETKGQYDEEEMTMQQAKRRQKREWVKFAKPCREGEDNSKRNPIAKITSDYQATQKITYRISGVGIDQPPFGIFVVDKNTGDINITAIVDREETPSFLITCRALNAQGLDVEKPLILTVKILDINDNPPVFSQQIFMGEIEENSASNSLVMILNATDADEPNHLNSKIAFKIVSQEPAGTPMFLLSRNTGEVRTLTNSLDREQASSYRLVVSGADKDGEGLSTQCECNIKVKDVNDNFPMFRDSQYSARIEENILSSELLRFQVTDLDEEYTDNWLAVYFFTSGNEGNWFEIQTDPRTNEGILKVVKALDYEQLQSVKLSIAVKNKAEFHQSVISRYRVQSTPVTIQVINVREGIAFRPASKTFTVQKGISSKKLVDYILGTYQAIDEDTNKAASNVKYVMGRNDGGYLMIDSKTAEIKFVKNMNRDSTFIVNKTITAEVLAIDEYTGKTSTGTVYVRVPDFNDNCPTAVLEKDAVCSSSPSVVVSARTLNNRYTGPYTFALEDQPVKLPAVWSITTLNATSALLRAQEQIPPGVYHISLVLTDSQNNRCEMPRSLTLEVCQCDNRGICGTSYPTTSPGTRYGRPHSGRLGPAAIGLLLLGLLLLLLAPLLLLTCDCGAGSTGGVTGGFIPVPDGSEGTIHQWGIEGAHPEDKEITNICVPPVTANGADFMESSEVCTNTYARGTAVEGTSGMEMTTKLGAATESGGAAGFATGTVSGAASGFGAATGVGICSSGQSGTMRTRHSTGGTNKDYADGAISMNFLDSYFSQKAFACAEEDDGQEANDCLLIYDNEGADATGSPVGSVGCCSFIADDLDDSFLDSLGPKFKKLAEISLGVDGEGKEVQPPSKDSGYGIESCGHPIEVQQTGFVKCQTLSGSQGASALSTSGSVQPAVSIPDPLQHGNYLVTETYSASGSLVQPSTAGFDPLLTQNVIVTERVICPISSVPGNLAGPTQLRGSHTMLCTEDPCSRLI
phage Ecoli inh = growth loss of phage-infected E. coli, primary screen, RecBCD inhibitor project, absorbance, with phage, HTS. 360,000 compounds, 0.26% hits. inhibition, % at 11.9 µM; in the data active = inhibition above about 11%
MOR-DOR ag = agonists of OPRM1-OPRD1 heterodimerization, primary screen, cell-based, luminescence | activation, % at 9.3 µM | 340,000 compounds, 0.3% hits | cells; in the data active = activation above about 18%;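 also: 0% = vehicle-treated cells and 100% = reference agonist; values of inactives mirror those of a sister screen read the other way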
Ecoli viability = E. coli V3065 growth inhibition, primary screen, counter-screen for AddAB inhibitor project, absorbance, OD600; AID 449728, 2010; inhibition, % at 11.9 µM; 18 h; 330,000 compounds, 0.27% hits;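 active = inhibition above the campaign's mean inhibition across all tested compounds plus 3 SD, cut at about 9.9% in these data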;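 also: uninfected addAB+ strain grown without phage in ampicillin broth; 0% = DMSO wells and 100% = ciprofloxacin 0.95 µg/ml wells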
AddAB inh = growth inhibition of E. coli expressing H. pylori AddAB, primary screen, AddAB inhibitor project, absorbance | inhibition, % at 11.9 µM | 330,000 compounds, 0.29% hits | AID 435030, 2010; in the data active = inhibition above about 12%;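 also: 0% = vehicle wells of infected cells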
HTR5A inv ctr = HTR5A inverse agonists in luminescence cell assay, primary screen, counter-screen for OPRM1-OPRD1 heterodimer inverse agonist project, full-deck HTS; 340,000 compounds, 0.083% hits; inhibition, % at 9.3 µM; HTR5A cell line, inverse agonism; in the data active = inhibition mostly above about 23%, no sharp cut-off; inactive = mostly below about 18%;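 also: 0% = cells with DMSO and 100% = no-cell wells with DMSO; some compounds called inactive have numbers as strong as hits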
PKA-R1A activ = activators of PKA-R1A holoenzyme, primary screen, biochemical, fluorescence polarization, Cy5-IP20, bovine R1A, mouse PKAc; PKA-R1A dissociation; scaled: DMSO 0%, 113 µM cGMP 100%; 340,000 compounds, 0.083% hits; cAMP-dependent protein kinase type I-alpha regulatory subunit (Bos taurus) + …; activation, % at 11.4 µM;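 active = percent activation above the mean of all tested compounds plus 3 SD, cut at about 19% in these data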;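 also: higher means more PKAc released from R1A so a rise in polarization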
SUMO Mot1 rescue = yeast Mot1-301 growth rescue at high temperature, primary screen, SUMOylation pathway inhibitor project, S. cerevisiae, ATP luminescence, 38.5C; 320,000 compounds, 1% hits; S. cerevisiae Mot1-301 growth rescue; percent above DMSO median, 100 means doubled; AID 2716, 2010; growth rescue, % at 18.8 µM;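 active = every valid replicate shows activation above 250% relative to neutral control wells; inactive = the rest, any valid replicate at or below 250%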;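 also: OY570 slx delta 5 strain wells were the positive control but not used for scaling; some compounds called inactive have numbers as strong as hits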
HTR5A ag ctr = HTR5A agonists in luminescence cell assay, primary screen, counter-screen for OPRM1-OPRD1 heterodimer agonist project, full-deck HTS. 340,000 compounds, 0.61% hits. 5-hydroxytryptamine receptor 5A (Homo sapiens), P47898. cell-based. activation, % at 9.3 µM. AID 504692, 2011; in the data active = activation mostly above about 9.5%, no sharp cut-off; inactive = mostly below about 7.6%;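 also: 0% = cells with vehicle only and 100% = reference agonist; strong numbers were not always called active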
MOR-DOR inv ag = inverse agonists of MOR-DOR heterodimerization, primary screen, cell-based, luminescence; cell-based MOR-DOR heterodimer luminescence, inverse agonism; AID 504357, 2011; Mu-type opioid receptor (Homo sapiens) + Delta-type opioid receptor (Homo sapiens), …; 340,000 compounds, 0.21% hits; inhibition, % at 9.3 µM; in the data active = inhibition above about 22%, passing the limit was not always enough;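 also: 0% = cells with DMSO and 100% = wells without cells with DMSO; values of inactives mirror those of a sister screen read the other way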
* hit, by the source's call; x = not tested or not shown.

Screens in order: PfHsp90 yeast 2	DSG3 Ab inh	phage Ecoli inh	MOR-DOR ag	Ecoli viability	AddAB inh	HTR5A inv ctr	PKA-R1A activ	SUMO Mot1 rescue	HTR5A ag ctr	MOR-DOR inv ag
[1] O=C(/C=C/c1ccccc1)NC(=S)Nc1ccc2c3c(cccc13)CC2
  -38	102	4.0	-1.3	0.2	2.3	-17	2	3	0	7
[2] COc1ccc(C(=O)Nc2c(C)cc(C)cc2C)cc1OC
  -14	116	-1.5	0.5	0.8	1.2	1	-4	-16	0	-3
[3] Cc1ccc(C)c(NC(=O)CCC(=O)N2CCOc3ccccc32)c1
  12	100	-0.5	-0.5	-1.5	0.3	-32	-12	-13	10	3
[4] O=S(=O)(c1ccc(Cl)cc1)N1CCN2CCCC2C1 (centres undefined)
  16	98	1.6	-2.6	1.6	3.9	0	2	2	0	12
[5] O=S(=O)(c1ccc(Br)cc1)n1ccc2ccccc21
  -26	x	2.5	9.6	0.8	2.8	-18	12	-13	4	-60
[6] O=C(NCCOc1ccc2ccccc2c1)c1cncc(Br)c1
  5	89	3.1	0.7	0.3	-0.6	-2	-5	-17	-2	-4
[7] NC(=O)c1c(NC(=O)Cn2cnc([N+](=O)[O-])n2)sc2c1CCCC2
  -28	101	1.1	0.1	-0.2	3.7	9	-2	16	-3	-1
[8] Cc1ccc(OCCCC(=O)NNC(=O)c2ccncc2)cc1
  -12	103	2.7	0.7	2.3	0.8	-18	-9	0	6	-4
[9] CCN(CC)CC(C(=O)N(CC)CC)P(=O)(c1ccccc1)c1ccccc1 (centres undefined)
  8	93	3.3	4.1	2.0	1.2	17	-1	-6	-6	-22
[10] CSc1ccccc1NC(=O)c1ccc(C)o1
  -7	108	2.4	-2.3	-1.7	-0.4	5	-5	7	-1	13
[11] O=C(C[n+]1ccc(/C=C/c2ccccc2)cc1)c1ccc2c(c1)OCCO2
  -4	119	2.2	-0.9	1.1	0.3	1	-5	2	3	4
[12] COc1cc(/C=N/Nc2ccc(Cl)nn2)cc(OC)c1O
  -15	94	0.6	2.6	0.3	-0.8	-11	-1	60	3	-12
[13] CC(C)CCNC(=O)COc1ccc(C(=O)c2ccccc2)cc1
  4	111	5.2	-0.7	-1.2	0.4	-1	9	-1	2	3
[14] CCOC(=O)C(=O)N(Nc1ccccc1C)c1ccccc1C
  -9	115	3.0	-0.9	-3.9	-2.2	-6	12	-9	-5	6
[15] c1ccc(CCCCN2CCN=C2Nc2ccccc2)cc1
  0	96	5.0	-2.6	2.7	2.6	-6	-14	-15	1	15
[16] Cc1nnc2sc(SCC(=O)Nc3ccc(Cl)cc3)nn2c1=O
  18	103	3.4	-0.8	0.8	3.1	-2	-13	3	1	4
[17] Cc1ccc(Cn2c(C3CCCN3c3nc(C)cs3)nc3cc(C(=O)NCCCO)ccc32)cc1 (centres undefined)
  x	103	-0.4	-2.6	-0.7	1.9	-23	-2	6	3	14
[18] CCCCc1nc(Cl)c(C#N)c2c1CCC2
  x	103	1.8	x	-1.1	-0.1	x	x	8	x	x
[19] Cc1ccc(S[C@@H](CCN2CC[C@H](C)CCC2=O)c2ccccc2)cc1
  -18	99	2.5	10	-2.8	0.0	-27	8	11	-2	-60
[20] CC(C)[C@H]1C=C(C(=O)O)O[C@@H](OCc2ccc(CO)cc2)C1
  5	96	-0.6	-0.1	0.5	2.4	-12	6	-12	5	1
[21] CC(=O)N/C(=C/c1ccc(OS(=O)(=O)c2ccc(C)cc2)cc1)C(=O)NCCO
  -10	102	3.1	-2.9	2.5	4.0	-6	-5	-7	2	18
[22] Cc1cc(C)c(Cn2c3ccccc3c3cnn(CC(=O)NCc4ccccn4)c(=O)c32)c(C)c1
  21	109	-0.7	6.1	-1.4	1.4	-3	0	-7	1	-32
[23] CC(C)CCSc1nc(N)c(C#N)cc1C#N
  -11	104	3.1	-0.7	2.8	2.5	7	-8	-7	2	4
[24] COc1ccc(NC(=S)N2CCCN(Cc3cc(C)ccc3C)C2)cc1
  2	93	-3.1	-0.8	-1.0	3.4	-11	-4	x	8	4
[25] COc1ccc(NC(=O)CCc2ccccc2)cc1S(=O)(=O)N1CCCCC1
  -102	x	3.9	-0.5	1.6	-1.6	16	-8	27	-6	2
[26] O=[N+]([O-])c1ccc(NCCCNS(=O)(=O)c2ccccc2)cc1
  -21	108	4.3	2.2	0.8	4.0	13	3	-1	-4	-11
[27] O=C(O/N=C/c1ccc(Cl)cc1)C1CCCCC1
  -10	107	1.7	0.9	0.5	0.6	0	-14	0	0	-4
[28] CN1C(=O)CSC1=S
  9	101	4.1	-1.2	1.5	-2.2	12	-3	30	-1	7
[29] Cc1onc(-c2ccccc2Cl)c1C(=O)Nc1ccccc1N1CCOCC1
  -13	104	3.3	0.0	-0.1	2.1	-21	-4	x	8	0
[30] O=C(c1cc(COc2ccc(F)cc2Cl)on1)N1CCCC(OCc2cccnc2)C1 (centres undefined)
  19	91	-3.2	0.7	-0.2	0.4	-13	-3	x	3	-3
[31] COc1nc(C#N)nc(N(C)C)n1
  -1	98	0.9	-2.3	0.1	6.8	23	-5	-38	-9	12
[32] O=C(Nc1ccncc1)C1CCN(S(=O)(=O)c2cccc(C(F)(F)F)c2)CC1
  16	101	3.4	-1.5	-1.4	1.3	-1	7	-2	0	6
[33] O=C(CCN1C(=O)/C(=C/c2ccccc2F)SC1=S)Nc1ccccn1
  x	x	0.1	-1.8	3.6	0.6	-23	-3	-12	6	10
[34] COCCCn1cnc2c(c1=O)c1nc3ccccc3nc1n2CCc1ccccc1
  13	106	-1.1	0.5	x	x	23	4	x	0	-3
[35] COc1ccccc1C(=O)NCCn1cc(SCC(=O)NCc2ccco2)c2ccccc21
  x	104	2.2	-2.2	2.2	0.7	13	11	-9	1	11
[36] O=C(NCCCN1CCCC1=O)c1ccc(OC(F)(F)F)cc1
  5	101	1.5	-0.8	3.1	0.3	-10	-4	x	4	4
[37] C=CCc1c(C)c(C#N)c2nc3ccccc3n2c1N1CCCCC1
  -9	114	1.7	-1.8	-1.3	1.8	-6	-1	-2	2	10
[38] O=C(Nc1ccccc1)N(CCc1nc2ccccc2[nH]1)C1CCCC1
  x	100	2.4	-0.5	-0.8	0.9	7	-16	-9	1	3
[39] Cc1cc2oc(=O)c(CC(=O)NCCCO)c(C)c2c2occ(C(C)(C)C)c12
  -5	95	-0.2	0.4	-2.6	-1.9	-5	-4	-12	1	-2
[40] Cc1cc(C)cc(NC(=O)NCc2c(-c3ccccc3)noc2C)c1
  0	112	0.1	0.2	1.3	-1.0	-5	-11	22	-4	-1
[41] COc1ccc(NS(=O)(=O)c2ccc3oc(=O)ccc3c2)cc1
  15	100	0.6	2.4	-0.3	-0.3	13	-10	-5	-3	-11
[42] CN(C(=O)COC(=O)C12CC3CC(CC(Cl)(C3)C1)C2)C1(C#N)CCCCC1
  -7	98	0.6	-0.4	-2.4	2.1	-3	-12	14	1	2
[43] NC(=O)c1cc2ccccc2o/c1=N/NC(=O)c1cccc(Cl)c1
  6	107	0.9	-3.0	-0.9	-0.2	10	5	3	-3	14
[44] CCOc1ccc(OCCC(=O)N(CCC(C)C)c2c(N)n(Cc3ccccc3)c(=O)[nH]c2=O)cc1
  -5	105	6.0	2.4	-2.2	-0.3	3	2	-3	-1	-16
[45] COc1cc(C)nc(N2CCCC(C(=O)Nc3cccc(Cl)c3Cl)C2)n1 (centres undefined)
  -4	74	1.2	-1.5	1.9	1.6	-7	-13	2	4	9
[46] Cc1ccc(NC(=O)CSc2nnc(Cc3csc(C)n3)o2)c(C)c1
  15	109	3.5	0.9	1.7	2.2	4	-12	-12	1	-6
[47] COCCN(C(=O)CCC(=O)Nc1cc(C)on1)C(C(=O)NC(C)(C)C)c1ccccc1Cl (centres undefined)
  -108	x	-0.3	1.7	-5.2	3.1	-14	0	-12	0	-11
[48] COc1ccccc1CNC(=O)C(NC(=O)c1ccc(C)cc1)C(C)C (centres undefined)
  -1	103	1.9	-1.5	-0.5	3.2	-19	6	11	5	8
[49] COc1ccc(S(=O)(=O)N(CC(=O)NCCSc2ccccn2)c2ccccc2)cc1
  8	101	0.6	-3.8	0.2	2.0	-47	2	9	17	20
[50] CCN(c1ccc(NC(=O)COC(=O)CCc2cc(OC)c(OC)c(OC)c2)cc1)C(C)C
  -4	98	1.5	-1.9	x	x	2	-6	x	4	9
[51] COc1ccc(CCn2c(=N)c(C(=O)NCC3CCCO3)cc3c(=O)n4cccc(C)c4nc32)cc1OC (centres undefined)
  11	x	-0.4	-1.5	-13	2.2	13	-15	-9	1	8
[52] CCn1cnc2sc(C(=O)O)c(C)c2c1=O
  -28	101	3.5	-3.2	-2.3	-0.6	10	1	271	-1	18
[53] O=C(NCCCN1CCCC1=O)c1cccc(S(=O)(=O)N2CCN(c3ccccc3)CC2)c1
  4	x	0.4	-1.4	-1.3	4.3	-4	3	0	-2	8
[54] CC(=O)Nc1ccc(NC(=O)C(C)Sc2n[nH]c(-c3ccc(C)cc3)n2)cc1 (centres undefined)
  -8	99	-1.0	-0.1	-1.1	-0.3	-17	-1	-13	5	1
[55] Cc1cc(-c2nnc(CCC(=O)NCC(C)c3ccccc3)o2)no1 (centres undefined)
  -9	103	2.6	-2.1	-1.0	2.3	6	-6	11	-3	8
[56] CCOc1ccc(NC(=O)N2CCC(c3nc4ccccc4o3)CC2)cc1
  13	106	3.6	-0.1	-1.6	0.7	-11	-14	0	1	0
[57] COc1ccc(/C=C/C(=O)NCC(=O)N/N=C/c2cc(Br)ccc2OCc2ccccc2)cc1
  17	96	0.5	-0.1	0.0	3.1	10	5	3	-4	0
[58] On1nnc2ccc(C(F)(F)F)cc21
  -19	106	1.8	-2.2	2.4	1.5	-18	-5	0	-3	11
[59] CC(=O)N1N=C(c2cccs2)CC1c1ccc(Br)cc1 (centres undefined)
  -26	107	-0.8	-0.3	1.4	1.1	-15	3	-6	4	1
[60] O=C(c1cccc(OC2CCN(Cc3cccc(OCCO)c3)CC2)c1)N1CCCC1
  19	106	0.9	-0.6	-0.8	-2.0	2	-7	-19	3	4
[61] CCN(CC)S(=O)(=O)c1ccc(Cl)c(C(=O)Nc2nnc(C)s2)c1
  2	104	3.1	0.1	-0.7	-0.9	15	-2	6	-6	0

Assay outcomes deposited in PubChem BioAssay by several laboratories.
